From PubChem
KCNH2 3.1 block: inhibitors of human KCNH2 3.1 potassium channel isoform; activity change, % (tested at about 1.8 µM); U2OS KCNH2 3.1, thallium flux FluxOr; stronger effect = lower value; actives 0.95% (n = 340,000);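 active = maximum activity change below -70%; inconclusive = maximum activity change from -70% to -50%; inactive = maximum activity change above -50%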;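 note: thallium influx rate constant from kinetic fluorescence after stimulation buffer; % is set by controls: 0 for no effect and ±100 for the full control effect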
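Measured as rate of thallium-driven FluxOr signal in transduced U2OS cells carrying the 3.1 channel, read kinetically for 2 min upon stimulation; values are rate constants scaled to DMSO control wells.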
MLL CXXC-DNA inh: blocks binding of human MLL CXXC domain to DNA; MLL-CXXC / FITC-HOXA9 DNA fluorescence polarization; actives 0.037% (n = 290,000); Potency, µM (top dose mostly 115 µM), for the others: at the top dose activity change, negative = inhibition, actives largely listed as inhibitors; Q03164; active = well fitted inhibition curve with a large enough effect in the polarisation, with a control signal flat, not every such curve was filed as active; inconclusive = small, poorly fitted or top-dose-only effect, or effect the other way, or a change in a side signal; inactive = no such curve, though single readings can be large or run the other way; the % refers to the polarisation; note: potency is the fitted concentration of half-maximal effect
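Purified MLL-CXXC (added from a 7 uM solution) was preincubated 5 min at ambient with pinned compounds in 50 mM Tris-HCl pH 7.5, 50 mM NaCl, 1 mM DTT, 0.05% BSA. Fluorescein-labeled HOX-A9 DNA (50 nM solution) followed, 30 min, then polarization read.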
hERG WT inh: KCNH2 (human, wildtype) channel inhibition; Q12809; U2OS, BacMam KCNH2, thallium flux FluxOr; stronger effect = lower value; activity change, % at 1.84 µM; actives 0.37% (n = 340,000);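 active = maximum activity change below -70%; inconclusive = maximum activity change between -70% and -50%; inactive = maximum activity change above -50%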; note: % is set by controls: 0 for no effect and ±100 for the full control effect
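U2OS cells transduced with wild-type KCNH2 virus are loaded with FluxOr dye for 45 min, and thallium flux is measured in kinetic reads before and after stimulation buffer. Rate constants are normalized to DMSO controls.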
TRPV1 ag: activates the human vanilloid receptor TRPV1; Q8NER1; TRPV1-expressing cells, Fluo-8 calcium influx, agonist mode; activation, % at 8.33 µM; actives 0.19% (n = 320,000); AID 540275; in the data active = activation above about 80%; inconclusive = between about 30% and that limit; note: 0% is about no effect
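TRPV1-expressing cells were cultured overnight at 35.5C and loaded with Fluo-8 calcium dye for 40 to 90 min at room temperature. After a 10 s baseline, compound was added and calcium influx was read kinetically for 3 min (ex 480/em 520 nm).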
Coupling enz: inhibits coupling enzyme system, counter-screen for aldolase hits; coupling enzyme system counterscreen, AmpLite Red fluorescence; activity change, negative = inhibition, % at 58.2 µM, hits read low; actives 0.67% (n = 290,000); in the data active = activity change below about -30%; note: % is set by controls: 0 for no effect and ±100 for the full control effect
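Final compound at 57.5 uM, incubated 10 min at RT with coupling enzyme reagent (glyceraldehyde-3-phosphate), then 20 min with substrate and AmpLite Red detection. Fluorescence read at 525/598 nm; tests interference with the coupling assay, not aldolase inhibition.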
a7 integrin act: activators of alpha7 integrin expression for muscular dystrophy; alpha7betagal myoblasts, beta-gal FDG fluorescence, 48 h; Potency, µM (highest dose often 38.3 µM), for the others: at the highest dose activation, hits mostly activators; actives 0.064% (n = 350,000); AID 624291;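 note: potency is the fitted concentration of half-maximal effect; 100% = response of the positive control SU9516; nearly all actives have a fitted effect of over 60% in size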
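Alpha7betagal+/- myoblasts (passage 13) were plated 16-24 hr, then exposed to compounds (1:260 dilution of DMSO stock) for 48 hours at 37C. After MPER lysis, β-galactosidase reporter activity was read as FDG fluorescence (ex 480/em 540) after 30 minutes.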
GALK inh: blocks human galactokinase activity. P51570. AID 1868. actives 0.007% (n = 270,000). Purified GALK, Kinase-Glo residual ATP luminescence. Potency, µM (highest dose often 57.5 µM), for the others: at the highest dose activity change, negative = inhibition, most hits filed as inhibitors; note: potency is the fitted concentration of half-maximal effect; % is set by controls: 0 for no effect and ±100 for the full control effect
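GALK at 5 nM final was combined with compound, 35 uM ATP and 100 uM galactose in HEPES pH8.0 with MgCl2 and DTT. The reaction ran one hour at room temperature before luminescent ATP detection.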
S-ASM inh: inhibitors of human secretory acid sphingomyelinase; placental ASM, HMU-PC fluorogenic substrate, 60 min; actives 0.006% (n = 340,000); P17405; AID 504937; Potency, µM (top dose mostly 57.5 µM), inactives show at the highest dose activity change, negative = inhibition, hits mostly inhibitors; note: potency is the fitted concentration of half-maximal effect
Target sequence (P17405 47-631 limits assumed): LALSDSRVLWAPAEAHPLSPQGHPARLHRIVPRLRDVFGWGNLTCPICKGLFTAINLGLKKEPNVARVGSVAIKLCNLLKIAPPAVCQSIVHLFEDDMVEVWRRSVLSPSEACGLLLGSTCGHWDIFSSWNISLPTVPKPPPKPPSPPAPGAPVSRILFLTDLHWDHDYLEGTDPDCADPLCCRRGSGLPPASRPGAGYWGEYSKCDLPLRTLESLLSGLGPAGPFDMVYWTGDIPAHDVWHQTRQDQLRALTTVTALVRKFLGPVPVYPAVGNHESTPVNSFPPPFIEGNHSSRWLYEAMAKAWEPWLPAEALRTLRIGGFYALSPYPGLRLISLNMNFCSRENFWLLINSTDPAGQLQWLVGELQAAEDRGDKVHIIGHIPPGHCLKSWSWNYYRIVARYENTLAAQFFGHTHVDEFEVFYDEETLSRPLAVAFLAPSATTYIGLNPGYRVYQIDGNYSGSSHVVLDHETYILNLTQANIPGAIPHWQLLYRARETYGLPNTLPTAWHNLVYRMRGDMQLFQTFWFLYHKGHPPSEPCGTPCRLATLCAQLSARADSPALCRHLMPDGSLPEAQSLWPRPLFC
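Fluorogenic HMU-PC substrate (9 uM final) is turned over by placental ASM in 60 min at 37 C after a 10 min compound preincubation. Reaction ended by alkaline stop (pH 10), with fluorescence read at 386/447 nm.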
MBNL1-CUG inh: MBNL1-poly(CUG) RNA binding inhibition; TR-FRET MBNL1-His/biotin-(CUG)12 binding, 665/545 ratio; Potency, µM (highest dose often 57.5 µM), for inactives: at the highest dose activity change, negative = inhibition, most hits filed as inhibitors; actives 0.036% (n = 280,000); active = well fitted inhibition curve with a large enough effect in the signal ratio, with a control signal flat, not every such curve was filed as active; inconclusive = small, poorly fitted or top-dose-only effect, or effect the other way, or a change in a side signal; inactive = no such curve, though single readings can be large or run the other way; the % refers to the signal ratio; note: potency is the fitted concentration of half-maximal effect; % is set by controls: 0 for no effect and ±100 for the full control effect
Target sequence (Q9NR56 whole entry, looked up): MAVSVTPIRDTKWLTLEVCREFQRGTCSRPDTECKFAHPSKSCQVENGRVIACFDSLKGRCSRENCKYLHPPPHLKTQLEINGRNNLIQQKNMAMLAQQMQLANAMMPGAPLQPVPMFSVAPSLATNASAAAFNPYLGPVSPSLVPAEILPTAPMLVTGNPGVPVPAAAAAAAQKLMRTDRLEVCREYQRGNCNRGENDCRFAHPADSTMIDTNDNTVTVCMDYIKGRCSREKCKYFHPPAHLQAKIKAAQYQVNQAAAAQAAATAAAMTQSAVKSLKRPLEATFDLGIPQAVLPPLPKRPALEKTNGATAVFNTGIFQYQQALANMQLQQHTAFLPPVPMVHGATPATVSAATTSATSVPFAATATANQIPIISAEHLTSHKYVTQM
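Compounds (final 92 nM to 58 uM) are added to His-tagged MBNL1 and biotin-(CUG)12, then terbium anti-His antibody and streptavidin-XL665 (5 nM final). After 60 min at room temperature, the 665/545 nm ratio is read.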
A-T KAP1 phos: potential ataxia-telangiectasia treatment | […] A-T fibroblasts, KAP-1 phosphorylation AlphaLISA; neocarzinostatin DNA damage 30 min before lysis | Potency, µM (titrated, usually from 57.5 µM), inactives show at the top dose activation, usual class: activators | actives 0.19% (n = 320,000); note: potency is the fitted concentration of half-maximal effect; % of control where 0% means no effect; nearly all actives have a fitted effect of over 45% in size
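hTERT-immortalized A-T patient fibroblasts ([…]), 500 cells/well in OPTI-MEM, 1% FBS, got compounds for 60 min, then NCS for 30 min at 37C. Lysates were then assayed for phospho-KAP-1 by AlphaLISA (anti-pKAP1 donor, anti-KAP1 acceptor beads), 6 hr at 25C.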
Starred values were filed as active, the others as inactive; ? = inconclusive; · = no result given; & = joins results of further samples; [ ] = remark or other dose. Unless noted, calls come from the whole dose curve; as a rule, active = well fitted curve in the direction sought with a large enough effect; inconclusive = small, poorly fitted or top-dose-only effect, or another doubt; inactive = no such curve, though single readings can be large; an effect the other way counts as inactive or inconclusive. Rows were taken by chance. About 2% of those tested had a hit in this group.

SMILES | KCNH2 3.1 block | MLL CXXC-DNA inh | hERG WT inh | TRPV1 ag | Coupling enz | a7 integrin act | GALK inh | S-ASM inh | MBNL1-CUG inh | A-T KAP1 phos
O=C(c1ccco1)N1CCN(C(=S)NCc2ccc(F)cc2)CC1 | -13 | 3% | -40 | -4 | 2 | -6% | 4% | -3% | -2% | 2%
COc1ccccc1NC(=O)Cn1nnc(-c2ccccc2NS(=O)(=O)c2ccccc2)n1 | 5 | 11% | -3 | -2 | -6 | -39%[inhibitor] | 0% | -3% | 0% | 6%
CC(=O)c1c(N2CCN(c3ccccc3)CC2)nc(=S)n(-c2ccccc2)c1C | -12 | 8% | 5 | 11 | -10 | 19% | 6% | -4% | 12% | 1%
CN1CCN(C(=O)C2=C[C@@H](c3csc4ccccc34)C[C@@H](OCCCCO)O2)CC1 | · | -3% | · | ? | 1 | 12% | 2% | 4% | 23% | -14%
CCC1=C(OC(=O)N(CC)CC)N2C(=O)OC(=NCCOC)[C@]2(Cc2ccccc2)[C@H]2C1=CC[C@H]1C(=O)N(CC)C(=O)[C@H]12 | -5 | 21% | -12 | 2 | -1&0 | -16% | 0% | 1% | -5% | -13%
O=C(COC(=O)Cc1n[nH]c(=O)c2ccccc12)Nc1c(Cl)cccc1C(F)(F)F | 11 | · | -5 | 1 | · | 14% | · | -3% | · | 4%
CC(=O)NC(CC(=O)O)c1ccc([N+](=O)[O-])cc1 (stereo not given) | -1 | 3% | 19 | · | 0 | 14% | -2% | 5% | · | 6%
Cc1c(-c2ccncc2)oc2ccc(Br)cc2c1=O | · | ? | · | 3 | 2 | · | 0% | · | 1% | 2%
COc1ccc(OC)c(S(=O)(=O)N(C)CC(=O)Nc2ccc3c(c2)OCCO3)c1 | 2 | 6% | -7 | -1 | 0 | -12% | 0% | 0% | 3% | ·
CC(C)CCn1cnc2c([nH]c3cccc(Cl)c32)c1=O | 2 | -3% | -2 | · | 1 | 21% | 1% | 3% | 5% | 5%
O=C(CNC(=O)[C@@H]1Cc2ccccc2CN1)NC1CCCCC1 | -12 | -11% | 9 | -5 | -5 | -33% | 7% | 3% | -3% | -5%
O=C1CC(N2CCOCC2)=NN1c1ccc([N+](=O)[O-])cc1 | -1 | -27% | 2 | 1 | -7 | 5% | 2% | -4% | ? | -3%
CCC(C(=O)Nc1cccnc1)n1c(=O)[nH]c2ccccc2c1=O (stereo not given) | -1 | -5% | -21 | 2 | 5 | -9% | -1% | 4% | 1% | -1%
Cc1ccc(-c2[nH]nc(N)c2N=Nc2ccccc2C)cc1 | -2 | -6% | -3 | 3 | 0 | -52%[inhibitor] | -7% | -28% | 12% | -6%
O=C(CSc1nccn1-c1ccc(Cl)cc1)N1CCCc2ccccc21 | 3 | -11% | -1 | 28 | 4 | -11% | 0% | 3% | -5% | 3%
Cc1noc(C)c1COC(=O)C1COc2ccccc2O1 (stereo not given) | -1 | -1% | -3 | 0 | 1 | -1% | 6% | 6% | -1% | -1%
Cc1ccc2c(c1)N(CCC(=O)NC1CC1)C(=O)C(C)O2 (stereo not given) | -5 | -6% | -7 | · | 3 | 3% | 8% | -1% | -9% | -5%
Cc1nc2sc(C(c3cccs3)N3CCC4(CC3)OCCO4)c(O)n2n1 (stereo not given) | 24 | 0% | -10 | -1 | 1 | -4% | 1% | -3% | ? | -13%
COc1ccccc1NC(=O)c1ccc(NC(=O)C2COc3ccccc3O2)cc1 (stereo not given) | 10 | 8% | 2 | 15 | 1 | -49%[inhibitor] | -4% | -7% | -7% | -4%
O=C(NCCSc1ccccn1)c1ccc(Cl)cc1Cl | 2 | 28% | -1 | 8 | 2 | 14% | 4% | 3% | -4% | -1%
CSc1ccc(C#N)cc1NC(=O)c1cccnc1Cl | 2 | ? | 11 | 0 | 0 | -8% | -1% | -1% | 0% | 5%
O=C(CN1CCN(C2CCCCC2)CC1)Nc1ccccc1N1CCCCC1 | ? | -1% | -7 | 26 | 0 | -40% | -1% | 6% | 0% | 6%
CCCCC(=O)NC(c1ccccc1OC)c1ccc2cccnc2c1O (stereo not given) | 6 | -26% | 1 | 10 | -2 | -31% | -2% | 2% | 15% | -4%
CC(=O)NC(Cc1ccccc1C)C(=O)NC1CCN(C(=O)c2ccc(C)cc2)CC1 (stereo not given) | 5 | 0% | 17 | -1 | 9 | -18% | 2% | 1% | -5% | 5%
O=C1NCN(c2ccccc2)C12CCN(c1nnnn1-c1ccccc1)CC2 | -2 | -2% | 9 | ? | -6 | -2% | 0% | -1% | -2% | ·
Cc1ccc(NC(=O)C2CCN(C(=O)c3cccs3)CC2)c(C)c1 | 5 | -3% | -10 | -1 | 1 | 0% | 1% | 2% | -6% | -3%
COc1cc(/C=C2/SC(=NCc3ccccc3)N(Cc3ccccc3)C2=O)ccc1O | -3 | 10% | 13 | 14 | 1 | -32%[inhibitor] | -3% | ? | 1% | ?
CC(=O)OCCN(CCCn1c(-c2ccncc2)nc2ccccc21)c1nc(CN2CCCCC2)cs1 | 21 | 0% | -41 | 4 | -2 | -12% | · | 0% | -16% | 10%
O=C(CSCc1ccccc1Cl)NCCSc1ccccn1 | 11 | -4% | -19 | 13 | -2 | -16% | -1% | -1% | -7% | 1%
CCOc1ccccc1-c1nnc(SCC(=O)NC2(C#N)CCCC2)o1 | -9 | · | -1 | 1 | · | 8% | · | 2% | · | 2%

Look-ups from the list.
Reading of `CC(=O)OCCN(CCCn1c(-c2ccncc2)nc2ccccc21)c1nc(CN2CCCCC2)cs1` in MLL CXXC-DNA inh: 0%
Reading of `CCCCC(=O)NC(c1ccccc1OC)c1ccc2cccnc2c1O` (stereo not given) in hERG WT inh: 1

Two compounds drawn at random from the list so far:
SMILES | KCNH2 3.1 block | MLL CXXC-DNA inh | hERG WT inh | TRPV1 ag | Coupling enz | a7 integrin act | GALK inh | S-ASM inh | MBNL1-CUG inh | A-T KAP1 phos
Cc1nc2sc(C(c3cccs3)N3CCC4(CC3)OCCO4)c(O)n2n1 (stereo not given) | 24 | 0% | -10 | -1 | 1 | -4% | 1% | -3% | ? | -13%
Cc1noc(C)c1COC(=O)C1COc2ccccc2O1 (stereo not given) | -1 | -1% | -3 | 0 | 1 | -1% | 6% | 6% | -1% | -1%

Further structures follow.
SMILES | KCNH2 3.1 block | MLL CXXC-DNA inh | hERG WT inh | TRPV1 ag | Coupling enz | a7 integrin act | GALK inh | S-ASM inh | MBNL1-CUG inh | A-T KAP1 phos
Cc1ccc(S(=O)(=O)Nc2cc(C(F)(F)F)ccc2N2CCOCC2)cc1C | -92* | 5% | -5 | 28 | 0 | 12% | -2% | -8% | 1% | 2%
CC(C)c1nc(C(=O)N2CCCC(N3CCN(c4cccc(Cl)c4)CC3)C2)cs1 (stereo not given) | · | 3% | 19 | 19 | 1 | 0% | 8% | 3% | -5% | -4%
Nc1nnc(SCC(=O)Nc2cccc3ccccc23)s1 | 5 | -2% | -1 | 1 | -2 | 2% | 17% | 5%[11.5 µM] | 9% | 3%
O=C(/C=C/c1cccc([N+](=O)[O-])c1)OCC(=O)N1CCOCC1 | 8 | · | 1 | 1 | · | -27% | · | 9% | · | 6%
COc1cc(C(C(=O)NC2CCCC2)N(Cc2ccccc2)C(=O)c2snc(C(N)=O)c2N)ccc1O (stereo not given) | 5 | 0% | 10 | 0 | 9 | 0% | 5% | 33% | ? | 3%
c1ccc(CCn2nnnc2CN2CCCc3ccccc32)cc1 | -35 | 8% | 0 | 14 | -1 | -11% | -1% | -2% | 4% | -2%
CCOCC(=O)Nc1cc([N+](=O)[O-])ccc1OC | 32 | 1% | 3 | 1 | 0 | -44% | 0% | 2% | ? | 5%
Cc1nn(Cc2ccc(Cl)c(Cl)c2)c(C)c1NC(=O)c1cc(C2CC2)on1 | 4 | 4% | -18 | 1 | 4 | -5% | 0% | -6% | -3% | 13%
Fc1cccc(CSc2nnc3ccc(-c4ccncc4)nn23)c1 | -5 | 12% | 13 | 4 | 4 | 3% | 1% | -7% | ? | 4%
COCCCNC(=O)C(=O)NC1CCCCCC1 | 18 | 15% | 2 | 1 | 2 | 0% | -1% | 1% | · | 6%
Cc1cc(C)n(CC(=O)N/N=C/c2cccc([N+](=O)[O-])c2)n1 | -1 | 1% | -7 | 2 | 0 | 29% | 0% | 4% | ? | -1%
Cc1c(N/N=C(\C#N)C(=O)c2ccc(Cl)cc2)c(=O)n(-c2ccccc2)n1C | 13 | ? | -1 | 10 | 9 | -15% | · | -4% | 4% | ·
O=C(CSc1n[nH]c(-c2ccccc2)n1)Nc1ccccc1O | -7 | 0% | 18 | 0 | -1 | 6% | 4% | -4% | -8% | 0%
C=C(C)CN(Cc1ccccc1)C(=S)Nc1ccccc1 | 10 | 16% | -6 | -1 | -1 | 13% | -4% | 1% | -7% | -10%
